Screens: PubChem, National Center for Advancing Translational Sciences (NCATS)
D1 antagonist – human D1 dopamine receptor antagonism. P21728. HEK293 TREx D1 cells, calcium flux, dopamine EC80; hits give low values. activity change, negative = inhibition, % at 10 µM. actives 3.2% (n = 360,000); in the data active = activity change below about -30%; also: % is scaled to controls: 0 for no effect and ±100 for the full control effect
Target sequence (P21728 whole entry, looked up): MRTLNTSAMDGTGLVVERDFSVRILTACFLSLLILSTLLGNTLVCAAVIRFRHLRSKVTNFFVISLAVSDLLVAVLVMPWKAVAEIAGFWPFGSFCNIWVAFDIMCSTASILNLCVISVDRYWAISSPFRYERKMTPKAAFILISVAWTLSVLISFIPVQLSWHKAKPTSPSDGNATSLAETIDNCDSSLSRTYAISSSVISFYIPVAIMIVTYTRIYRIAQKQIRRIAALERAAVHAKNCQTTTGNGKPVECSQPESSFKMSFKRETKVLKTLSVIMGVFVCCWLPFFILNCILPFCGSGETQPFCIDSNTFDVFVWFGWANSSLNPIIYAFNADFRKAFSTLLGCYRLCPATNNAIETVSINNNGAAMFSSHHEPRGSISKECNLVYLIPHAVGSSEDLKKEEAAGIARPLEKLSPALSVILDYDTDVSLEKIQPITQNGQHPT
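Kinetic fluorescence of a calcium dye serves as the read-out. D1-expressing Hek293 Trex cells, induced overnight at 30 C, are exposed to compound for 180 s before an EC80 dopamine addition, then read 180 s further.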
D1 PAM – human D1 dopamine receptor positive modulation; P21728; HEK293 TREx D1 cells, calcium flux, dopamine EC20 potentiation; potentiation, % at 10 µM; actives 0.036% (n = 360,000); AID 504651; in the data active = potentiation above about 30%; also: 0% is about no effect
Vif-APOBEC3G blk – blocks the Vif interaction with human APOBEC3G | Q9HC16 | HeLa A3G-eYFP + Vif (tagged APOBEC3G with the HIV-1 protein that degrades it), YFP fluorescence, overnight | Potency, µM (series often up to 46.1 µM), for the others: at the highest dose activity, negative = active, most hits filed as inhibitors | actives 0.076% (n = 410,000) | AID 602310;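 also: potency is read from the fitted curve at half-maximal effect; % is scaled to controls: 0 for no effect and ±100 for the full control effect; nearly all actives have a fitted effect of over 60% in size; hits raise eYFP signal because A3G escapes Vif-driven loss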
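Read-out is eYFP fluorescence (Ex 488/Em 500-530) from Vif-expressing HeLa A3G-eYFP cells; more signal means A3G escaped Vif-mediated degradation. Cells plated overnight, compound pinned in, incubated overnight at 37 deg C.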
RXFP1 antag – antagonists of human relaxin receptor RXFP1 | Q9HBX9 | HEK293-RXFP1, relaxin-stimulated cAMP HTRF, 30 min; hits give low values | activity change, negative = inhibition, % at 57.5 µM | actives 0.59% (n = 350,000);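 active = activity change of -60% or lower, but not beyond a set lower limit; inconclusive = change between -60% and -40%, or beyond the set limit; inactive = change above -40%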; also: % is scaled to controls: 0 for no effect and ±100 for the full control effect
Glioma ERSR ind – induces the endoplasmic reticulum stress response in human glioma cells; U87-MG GRP78 promoter luciferase reporter, 16 h; actives 0.02% (n = 420,000); Potency, µM, for inactives: top-dose activation, most hits filed as activators; also: potency is read from the fitted curve at half-maximal effect; series mostly up to about 76 µM; % of control where 0% means no effect; nearly all actives have a fitted effect of over 35% in size
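ERSR induction read as luciferase luminescence (Bright-Glo, 10 min at room temperature) in stably transfected human U87-MG glioma cells exposed to compounds for 16 h, using GRP78 as sensor.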
D2 potentiator – positively modulates the human D2 dopamine receptor allosterically. HEK293 T-REx D2, calcium flux, EC20 dopamine potentiation. potentiation, % at 10 µM. actives 0.34% (n = 340,000);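 active = potentiation over 3 SD above the plate norm, cut at about 30% in these data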; also: 0% is about no effect
Target sequence (P14416 whole entry, looked up): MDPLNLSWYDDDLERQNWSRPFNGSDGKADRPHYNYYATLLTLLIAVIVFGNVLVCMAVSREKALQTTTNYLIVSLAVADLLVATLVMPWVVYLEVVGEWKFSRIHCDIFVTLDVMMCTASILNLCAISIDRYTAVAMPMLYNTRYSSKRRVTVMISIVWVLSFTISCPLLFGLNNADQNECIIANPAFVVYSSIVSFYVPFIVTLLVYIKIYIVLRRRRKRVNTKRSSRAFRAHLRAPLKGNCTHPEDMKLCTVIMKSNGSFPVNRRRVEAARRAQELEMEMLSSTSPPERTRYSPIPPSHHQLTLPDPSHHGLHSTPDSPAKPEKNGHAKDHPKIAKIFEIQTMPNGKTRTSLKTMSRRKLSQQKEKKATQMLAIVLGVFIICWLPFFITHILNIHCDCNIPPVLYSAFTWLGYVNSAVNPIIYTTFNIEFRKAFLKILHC
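Primary screen. Calcium kinetics in induced HEK293 T-REx D2 cells: compound pre-addition 180 s, EC20 dopamine, 180 s more.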
D1 ag – human D1 receptor agonism. HEK293 T-REx D1 cells, calcium flux, agonist mode. P21728. activation, % at 2 µM. actives 1% (n = 360,000); in the data active = activation above about 30%; also: 0% is about no effect
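Agonism was scored from calcium flux recorded over 180 s (1 read/s) after pintool compound addition, following a 10-cycle baseline. Cells were inducible force-coupled HEK293 TREx D1, plated overnight at 30 C and loaded with no-wash calcium dye.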
Vif-APOBEC3F blk – Vif-A3F binding inhibition; Potency, µM (doses to about 46.1 µM), for inactives: at the top dose activity, negative = active; actives 0.2% (n = 390,000); HeLa A3F-eYFP + Vif (tagged APOBEC3F with the HIV-1 protein that degrades it), YFP fluorescence increase; also: potency is read from the fitted curve at half-maximal effect; % of control where 0% means no effect; nearly all actives have a fitted effect of over 65% in size
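HeLa cells stably expressing A3F-eYFP plus Vif, plated and incubated overnight at 37 deg C, then exposed to compounds overnight at 37 deg C. Blocked degradation read as raised yellow fluorescence (Ex 488/Em 500-530).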
RXFP1 agonist – agonists of human relaxin receptor RXFP1; Q9HBX9; HEK293T-RXFP1 cAMP TR-FRET, 30 min; response scale: percent of porcine relaxin response, buffer zero; Potency, µM (highest dose often 57.5 µM), for the others: top-dose activation, actives largely listed as activators; actives 0.3% (n = 370,000); AID 2676; also: potency is read from the fitted curve at half-maximal effect; % is scaled to controls: 0 for no effect and ±100 for the full control effect; nearly all actives have a fitted effect of over 60% in size; many of its hits are not listed in these tables
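HEK293T cells stably expressing RXFP1 were pretreated with the PDE4 inhibitor Ro 20174, exposed to compounds for 30 min at 37C, lysed, and cAMP was read by TR-FRET. Data normalized to buffer (basal) and 29 nM porcine relaxin (100%).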
Active calls of the source: *; ? = inconclusive; . = no result given; & = joins results of further samples. Unless noted, calls follow the shape of the dose curve; as a rule, active = well fitted curve in the direction sought with a large enough effect; inconclusive = small, poorly fitted or top-dose-only effect, or another doubt; inactive = no such curve, though single readings can be large; an effect the other way counts as inactive or inconclusive.

Compound | Vif-APOBEC3G blk | D1 PAM | Glioma ERSR ind | D1 antagonist | Vif-APOBEC3F blk | D2 potentiator | D1 ag | RXFP1 antag | RXFP1 agonist
COc1ccc(-n2cnnc2SCc2csc(-c3ccccc3)n2)cc1 | -0.2% | -1.6 | -4.9% | -27.7 | -0.1% | -6.8 | 2.1 | 1.2 | 4.0%
COc1ccc(NS(=O)(=O)c2cc(NC(=O)/C=C/c3ccccc3OC)ccc2N2CCCCC2)cc1 | 2.1% | -7.7 | -2.1% | 4.3 | 0.2% | 6.3 | 1.6 | . | 3.2%
CCc1ncc(CO)n1Cc1cccc2ccccc12 | -8.8% | . | -2.9% | . | -5.9% | . | . | -1.7 | .
CC1(C)OC(C)(C)/C(=C\c2ccc(OCC(N)=O)cc2)C1=O | -10.6% | 0.7 | 4.1% | -65.7* | -0.9% | 11.8 | 3.8 | -14.0 | -2.4%
CCOc1ccc(NC(=O)CCCN2C(=S)NC(C)(C)CC2C)cc1 (configuration not stated) | 5.5% | -1.6 | -1.1% | 7.2 | -3.0% | 14.8 | 0.0 | 2.5 | 3.9%
COc1ccc(C(=O)Nc2cc(OCc3ccccc3)c(Cl)cc2Cl)cc1 | -1.0% | -3.1 | -4.8% | 7.3 | -1.2% | -8.2 | 6.3 | -14.2 | 0.8%
O=C(O)c1ccc(N(Cc2ccccc2)S(=O)(=O)c2ccccc2)cc1 | -0.6%&11.1% | -5.2&-0.5 | -5.9%&-0.6% | 5.3&1.3 | -2.4%&-16.5% | 5.3&11.5 | 1.9&2.6 | 2.9&0.1 | 2.2%&0.6%
O=C(NC1CCCCC1)NC1(C(=O)NCCCN2CCOCC2)CCCCC1 | -0.6% | -10.2 | -2.0% | -1.6 | -0.4% | 3.4 | 0.8 | 3.0 | 0.7%
COCCn1c(=S)[nH]c2cc(C(=O)N3CCC(C(N)=O)(N4CCCCC4)CC3)ccc2c1=O | -1.2% | 1.2 | -3.9% | 24.1 | -1.6% | -6.5 | 5.2 | -2.4 | -0.1%
CC(C)NC(=O)COc1coc(CN2CCN(c3ccccc3F)CC2)cc1=O | -4.7% | -5.4 | 4.5% | 17.3 | -2.7% | 14.7 | 0.6 | -4.1 | -1.0%
CC(=O)N/C(=N/c1nc(C)cc(C)n1)Nc1ccc(C)cc1Cl | 0.0% | 1.9 | 0.5% | -9.4 | -10.1% | -1.5 | 0.4 | -16.1 | 1.3%
CCCSC(=O)N(CC)CC(=O)Nc1c(CC)cccc1CC | 0.7% | 0.1 | -5.8% | 1.1 | -1.4% | 8.1 | 1.3 | -6.1 | 0.0%
O=C(NCc1nc2ccccc2[nH]1)c1ccc(Cl)c(S(=O)(=O)N2CCCC2)c1 | 6.6% | -4.2 | 4.3% | 1.5 | -4.8% | -14.4 | 2.0 | 12.8 | -0.8%
CCCc1nnc(NC(=O)CCC(=O)N2CCN(C3CCCC3)CC2)s1 | -3.0% | 0.0 | -2.8% | -11.9 | -4.9% | 9.3 | 0.5 | 15.9 | -0.2%
Cc1ccccc1CN1[C@@H]2c3ccccc3C[C@@H]2OCCS1(=O)=O | 0.8%&-1.2% | 4.5 | -1.4%&-3.7% | -12.3 | 6.4% | -4.7 | 5.1 | . | -2.8%
COc1ccccc1CNC(=O)C(=O)NCC1CCCO1 (configuration not stated) | 1.4% | -8.2 | 5.7% | 2.9 | -19.0% | 10.5 | 0.8 | 10.5 | -0.2%
CCOC(=O)c1ccc(N2C(=O)c3n[nH]c(-c4ccco4)c3C2c2ccc(C(=O)OC)cc2)cc1 (configuration not stated) | -2.5% | 1.2 | 0.4% | 9.6 | -10.5% | 14.4 | 2.6 | . | 3.4%
CCC(C(=O)NC1CCCCC1)N(Cc1cccs1)C(=O)CCC(=O)Nc1cc(C)on1 (configuration not stated) | -0.1% | -3.1 | -7.4% | 10.4 | -4.9% | 3.3 | 0.7 | 1.9 | -0.6%
Nc1ccc(Oc2ccc([N+](=O)[O-])cc2[N+](=O)[O-])cc1 | -0.1% | -2.0 | 3.7% | -6.1 | 14.6% | 3.4 | 2.1 | 12.8 | -0.4%
COc1ccc(OC)c(C2=NOC(C(=O)Nc3cc(C)nn3-c3ccccc3)C2)c1 (configuration not stated) | -0.7% | -0.2 | -4.3% | 10.5 | 5.5% | 2.2 | 3.2 | 3.8 | 5.7%
O=C(N=C1SC2CS(=O)(=O)CC2N1c1ccc(F)cc1)C1CC1 (configuration not stated) | 2.2% | -8.3 | -4.4% | -7.8 | -21.9% | -5.9 | -0.6 | -12.4 | -3.0%
COc1ccc(NC(=O)COc2ccc(CNCCCN3CCOCC3)cc2OC)cc1 | -0.2% | -4.8 | -5.7% | -2.1 | -5.3% | -4.6 | 1.6 | -11.0 | -0.2%
Cc1oc(=O)c(NC(=O)c2ccccc2)cc1C(=O)c1ccccc1 | ? | -6.7 | ? | 1.9 | -2.7% | -2.8 | 0.8 | -35.9 | -0.2%
Cc1ccc2nc(COc3ccc(Cl)cc3)cc(=O)n2c1 | 1.4% | 5.6 | 4.3% | 5.2 | 12.5% | -0.5 | 4.9 | 5.8 | 14.2%
O=C(Nc1ccc(Cc2ccncc2)cc1)c1ccc([N+](=O)[O-])o1 | ? | -3.9 | -12.6% | 6.0 | 15.6% | 1.2 | 2.9 | 7.8 | 2.9%
O=C(NC(NC(=S)Nc1ccc(Cl)c(Cl)c1)C(Cl)(Cl)Cl)c1ccco1 (configuration not stated) | -4.4% | . | -2.2% | . | -9.7% | . | . | -20.7 | -1.0%
COc1ccccc1-c1cc(C(=O)N2CCN(S(=O)(=O)c3ccc(C)cc3)CC2)[nH]n1 | 6.0% | -7.8 | -5.3% | -10.8 | -6.3% | 2.6 | 1.6 | -10.8 | 0.0%
CCOC(=O)C(CC)n1cnc2c(nnn2-c2ccc(F)cc2)c1=O (configuration not stated) | -1.2% | -9.1 | -2.3% | 4.2 | 3.3% | 7.6 | 0.8 | 0.0 | 0.0%
COC(=O)c1c(NC(=O)CC2SC(N)=NC2=O)sc2c1CCC(C)C2 (configuration not stated) | -3.1% | -7.3 | -3.1% | 3.3 | 3.9% | 5.5 | 5.3 | -10.2 | 1.0%
CSc1nsc(SCC(=O)Nc2cccc(C(C)=O)c2)n1 | 0.1% | -6.0 | 2.5% | 8.8 | 10.7% | -0.6 | 4.2 | -13.1 | 1.0%

The final 2 records of the section above open the next one:
Compound | Vif-APOBEC3G blk | D1 PAM | Glioma ERSR ind | D1 antagonist | Vif-APOBEC3F blk | D2 potentiator | D1 ag | RXFP1 antag | RXFP1 agonist
COC(=O)c1c(NC(=O)CC2SC(N)=NC2=O)sc2c1CCC(C)C2 (configuration not stated) | -3.1% | -7.3 | -3.1% | 3.3 | 3.9% | 5.5 | 5.3 | -10.2 | 1.0%
CSc1nsc(SCC(=O)Nc2cccc(C(C)=O)c2)n1 | 0.1% | -6.0 | 2.5% | 8.8 | 10.7% | -0.6 | 4.2 | -13.1 | 1.0%
COc1ccc(CNS(=O)(=O)c2ccc3c(c2)N(C(C)=O)CCO3)cc1 | 1.1% | -10.8 | -1.6% | -15.6 | 0.3% | -20.1 | 3.0 | -14.9 | 1.5%
O=C(CC1(O)C(=O)N(Cc2ccc3c(c2)OCO3)c2ccccc21)c1ccccc1 (configuration not stated) | -11.8% | 3.0 | -6.2% | 2.6 | 4.3% | 3.3 | 0.4 | -8.4 | 1.5%
CC(C)c1ccc2occ(CC(=O)N(Cc3ccc(F)cc3)C3CCS(=O)(=O)C3)c2c1 (configuration not stated) | -8.2% | 0.7 | -4.4% | -2.4 | -7.5% | -6.6 | 10.4 | -15.6 | -0.2%
N=c1c2c3c(sc2ncn1N)CCCC3 | -0.4% | -3.7 | -3.8% | -5.9 | -0.1% | -8.0 | 3.6 | -1.1 | ?
COc1ccc(Cl)cc1N(CC(=O)N1CCCCCC1)S(C)(=O)=O | 3.1% | -2.5 | -6.8% | 15.4 | 1.6% | 5.7 | 2.5 | -3.2 | -0.5%
Cc1cc(=O)oc2c(C)c(OC(C)C(=O)Nc3ccc(N4CCC(C)CC4)cc3)ccc12 (configuration not stated) | -0.3% | 1.2 | -2.7% | 4.2 | 1.9% | -22.0 | 1.6 | 6.1 | 2.7%
COC(=O)c1[nH]c(C)c(/C(O)=C2\C(=O)C(=O)N(CCN(C)C)C2c2ccco2)c1C (configuration not stated) | -0.8% | -3.0 | -3.2% | 3.5 | -11.9% | 6.0 | 0.1 | 4.2 | 2.9%
COc1ccc(C)cc1NC(=O)C1CCCN(S(=O)(=O)c2ccc3[nH]c(=O)ccc3c2)C1 (configuration not stated) | -7.8%&3.2% | -8.2&-0.9 | -7.2%&1.5% | -7.7&-20.2 | -4.9%&3.9% | -13.7&4.0 | 0.7&0.4 | -14.7&-0.5 | -0.8%&-0.4%
Cc1ccc(-n2nnnc2SCC(=O)NNC(=O)c2ccco2)c(C)c1 | 1.9% | -7.0 | 3.6% | -20.5 | 1.0% | 3.0 | 3.4 | 2.2 | 0.1%
Cc1ccc(NC(=O)C(C)C(=O)Nc2ccc(C)cc2)cc1 | -8.1% | -3.4 | 4.1% | -5.3 | 1.9% | -13.5 | 4.7 | -12.4 | -0.6%
OC(CN1CCCC(C(F)(F)F)C1)c1ccccc1 (configuration not stated) | 0.2% | 1.7 | -0.4% | 1.9 | 11.1% | 10.6 | 0.8 | 8.2 | -2.1%
N/C(=N\OC(=O)c1cccs1)c1cccnc1 | -5.6% | 1.1 | 3.8% | -2.9 | -11.0% | 17.5 | 3.3 | -3.4 | -1.1%
COc1cc(/C=C2/C(=O)N(c3ccc(Br)cc3)N=C2C)cc([N+](=O)[O-])c1O | . | -3.4 | . | -6.4 | . | 4.6 | 1.0 | . | 3.1%

Not all compounds are listed, so the mix of outcomes need not match the whole.
